Screening data from PubChem BioAssay.
TSHR antagonist – human thyrotropin receptor antagonism; P16473; TSHR-expressing cells, TSH-stimulated cAMP HTRF, 2 h; active compounds read low; activity change, negative = inhibition, % at 11.5 µM; 330,000 tested, 0.2% active; AID 504810;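 active means activity change below a set negative limit, meaning inhibition stronger than a set level, cut at about -70% in these data; inconclusive means activity change between two set negative limits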; further: on the % scale 0 is the no-effect control and ±100 the full control effect
Target sequence (P16473 whole entry, looked up): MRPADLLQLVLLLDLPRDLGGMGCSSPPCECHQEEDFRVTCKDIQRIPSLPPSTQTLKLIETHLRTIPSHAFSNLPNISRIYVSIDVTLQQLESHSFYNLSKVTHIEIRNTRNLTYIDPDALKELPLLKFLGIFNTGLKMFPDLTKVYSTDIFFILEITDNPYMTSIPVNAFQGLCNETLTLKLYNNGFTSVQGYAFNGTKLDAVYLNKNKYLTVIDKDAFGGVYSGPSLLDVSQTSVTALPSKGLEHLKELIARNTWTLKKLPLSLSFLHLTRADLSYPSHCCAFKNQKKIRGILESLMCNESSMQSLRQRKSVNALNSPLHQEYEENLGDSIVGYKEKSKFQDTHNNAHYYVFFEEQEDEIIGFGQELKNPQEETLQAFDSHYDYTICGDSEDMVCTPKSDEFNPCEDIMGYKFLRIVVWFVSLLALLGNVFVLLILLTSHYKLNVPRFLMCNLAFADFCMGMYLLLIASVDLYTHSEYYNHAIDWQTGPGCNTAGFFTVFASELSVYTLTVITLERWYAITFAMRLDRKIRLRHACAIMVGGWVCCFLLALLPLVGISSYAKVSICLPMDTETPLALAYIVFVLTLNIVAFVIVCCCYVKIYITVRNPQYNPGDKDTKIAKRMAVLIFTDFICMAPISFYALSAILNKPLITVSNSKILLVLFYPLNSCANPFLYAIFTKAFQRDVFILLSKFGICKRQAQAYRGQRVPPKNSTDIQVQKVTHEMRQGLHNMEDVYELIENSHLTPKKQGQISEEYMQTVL
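Read-out is FRET at 665 nm (cryptate excitation 337 nm) from a cryptate-tagged anti-cAMP antibody, competed by cell cAMP against cAMP-d2. Compounds are tested on freshly harvested TSHR cells challenged with 4nM TSH (EC80) for 2 hours at 37 deg C.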
uPA surface inh – blocks generation of uPA at the cell surface; cell surface uPA generation assay, qHTS; Potency, µM (top dose mostly 38.3 µM), inactives show at the top dose activity change, negative = inhibition, hits mostly inhibitors; 330,000 tested, 0.31% active; AID 540303; active means well fitted inhibition curve with a large enough effect; inconclusive means small, poorly fitted or top-dose-only effect; inactive means no such curve, though single readings can be large or run the other way; tested in mouse RAW 264.7 cells; further: potency means the concentration at half of the fitted maximal effect; on the % scale 0 is the no-effect control and ±100 the full control effect; nearly all actives have a fitted effect of over 55% in size
USP2a block – inhibitors of human ubiquitin-specific protease USP2a; O75604; USP2 core, Ub-CHOP2 coupled fluorogenic reporter, 485/531; Potency, µM (series often up to 38.3 µM), for inactives: at the top dose activity change, negative = inhibition, actives largely listed as inhibitors; 330,000 tested, 0.01% active;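 further: potency means the concentration at half of the fitted maximal effect; plate controls were DMSO wells for no effect and full inhibition by NEM control for full effect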
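USP2 core (10nM final) preincubated 30min RT with compound in 20mM Tris-HCl pH 8.0, 2mM CaCl2, 2mM beta-mercaptoethanol, 0.05% CHAPS; 25nM Ub-CHOP2 plus 25nM reporter substrate added, fluorescence (Ex485/Em531) read after 60min.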
Mito fusion act – inhibitors of mitochondrial division or activators of mitochondrial fusion. S. cerevisiae fusion-defective mutant growth rescue, CellTiterGlo 48 h. 320,000 tested, 0.23% active. Potency, µM (top dose mostly 46.1 µM), inactives show top-dose growth rescue (activation), hits mostly activators;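 further: potency means the concentration at half of the fitted maximal effect; % of control where 0% means no effect; nearly all actives have a fitted effect of over 45% in size; temperature-sensitive fusion mutants such as fzo1-1 at 37 °C on non-fermentable ethanol glycerol medium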
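Temperature-sensitive fusion-defective S. cerevisiae (e.g. fzo1-1, mgm1-5) were grown with compound in YPEG medium (3% ethanol, 3% glycerol) for 48 hours at 37C. Growth rescue was measured as viability by CellTiterGlo luminescence after 10 minutes at ambient.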
PTAP TSG101 blk – blocks PTAP/TSG101 interaction to inhibit HIV-1 budding; Q99816; Fluorescence polarization, FITC-PTAP peptide / Tsg101 binding; Potency, µM (highest dose often 115 µM), without a hit: at the highest dose activity change, negative = inhibition, actives largely listed as inhibitors; 340,000 tested, under 10 active; active means well fitted inhibition curve with a large enough effect in the main read-out, with a control signal flat, not every such curve was filed as active; inconclusive means small, poorly fitted or top-dose-only effect, or effect the other way, or a change in a side signal; inactive means no such curve, though single readings can be large or run the other way; further: potency means the concentration at half of the fitted maximal effect; % of control where 0% means no effect
Target sequence (Q99816 whole entry, looked up): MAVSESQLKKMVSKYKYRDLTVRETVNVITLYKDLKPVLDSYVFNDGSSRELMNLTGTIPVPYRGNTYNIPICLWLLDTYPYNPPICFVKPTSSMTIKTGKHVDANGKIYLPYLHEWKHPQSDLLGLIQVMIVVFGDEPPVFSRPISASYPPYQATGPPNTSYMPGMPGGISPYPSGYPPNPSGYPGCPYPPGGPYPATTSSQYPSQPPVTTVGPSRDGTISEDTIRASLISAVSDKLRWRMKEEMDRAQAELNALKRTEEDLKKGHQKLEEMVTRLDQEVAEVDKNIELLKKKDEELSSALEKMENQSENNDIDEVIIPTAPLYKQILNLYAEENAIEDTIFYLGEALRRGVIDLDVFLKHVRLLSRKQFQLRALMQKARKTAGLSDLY
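FP read-out: FITC-PTAP peptide, 50 nM final, binding Tsg101 binding domain, 10 uM final; 20 min, r.t.; 10 mM HEPES pH 7.5, 0.15 M NaCl, 0.01% Tween 20, 3 mM EDTA, 0.1 mM TCEP.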
Tb PFK block – T. brucei PFK enzyme inhibition | O15648 | T. brucei PFK, ADP-Glo luminescence | Potency, µM (highest dose often 57.5 µM), without a hit: at the highest dose activity, negative = inhibition, most hits filed as inhibitors | 330,000 tested, 0.17% active | AID 485367;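 further: potency means the concentration at half of the fitted maximal effect; 0% = uninhibited 1x PFK enzyme wells and -100% = no-enzyme wells; nearly all actives have a fitted effect of over 60% in size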
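PFK 1.25 nM, F6P 0.5 mM, ATP 0.1 mM, 0.1 M TEA pH 8.0, 5 mM MgCl2, 0.01% Tween20, 0.1% BSA; 45 min RT. ADP-Glo readout. qHTS titration up to 57 uM; curves fitted, compounds curve-classed.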
BCR signal inh – inhibitors of chronic active B-cell receptor signaling. Potency, µM (doses to about 46.1 µM), for inactives: at the highest dose ratio change, negative = lower green/red ratio, usual class: inhibitors. AID 493014. 340,000 tested, 0.05% active. ABC-DLBCL IkBa-CBG/CBR reporter, luminescence ratio, 4 h; active means well fitted inhibition curve with a large enough effect in the signal ratio, with a control signal flat, not every such curve was filed as active; inconclusive means small, poorly fitted or top-dose-only effect, or effect the other way, or a change in a side signal; the % refers to the signal ratio;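 further: potency means the concentration at half of the fitted maximal effect; plate controls were basal doxycycline-induced cells for no effect and cells given 10 µM MG132 for full effect; MG132 reads +100%, hits lower the ratio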
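TMD8 ABC-DLBCL cells carrying doxycycline-inducible green luciferase fused to IkappaBalpha plus unfused red luciferase were exposed to compounds (up to 46 uM) for 4 hrs at 37C. Activity came from the overlap-corrected green/red luminescence ratio.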
B2AR arrestin – agonists driving beta-arrestin recruitment to human beta2-adrenergic receptor. beta-arrestin recruitment to beta2AR, cell-based reporter. 330,000 tested, 0.02% active. P07550. Potency, µM (doses to about 46.1 µM), without a hit: top-dose activation, most hits filed as activators;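 further: potency means the concentration at half of the fitted maximal effect; 0% = DMSO controls and full agonism = EC100 isoproterenol or metaproterenol; nearly all actives have a fitted effect of over 65% in size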
ELG1 repair inh – inhibitors of ELG1-dependent DNA repair in HEK293T cells; HEK293T ELG1-luciferase reporter, luminescence, 16 h; DNA damage induced by 5-fluorouridine; Potency, µM (titrated, usually from 46.1 µM), for the others: at the highest dose activity change, negative = inhibition, most hits filed as inhibitors; 330,000 tested, 2.3% active; further: potency means the concentration at half of the fitted maximal effect; on the % scale 0 is the no-effect control and ±100 the full control effect; nearly all actives have a fitted effect of over 55% in size
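Luminescence from the luciferase reporter, measured 30 min after ONE-Glo reagent at room temperature, was the read-out. Beforehand, 2,000 cells per well were exposed for 16 hr at 37 °C to 5-fluorouridine together with compound or vehicle.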
TCR act – T cell receptor activation | primary human leukocytes, anti-CD3, IL-2 HTRF, 48 h | Potency, µM (doses to about 9.22 µM), without a hit: at the highest dose activation of IL-2 secretion, most hits filed as activators | 330,000 tested, under 10 active; further: % of control where 0% means no effect
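Primary human leukocytes incubated 48 hr with anti-CD3 beads plus compound, without co-stimulation. Secreted IL-2 measured by HTRF (europium cryptate/d2 anti-IL-2 pair, 320 nm excitation, 665 nm emission).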
Eya2 inh – blocks the phosphatase activity of human Eya2; recombinant Eya2, OMFP fluorescence dephosphorylation (OMFP is methylfluorescein phosphate); 330,000 tested, 0.006% active; AID 488837; Potency, µM (titrated, usually from 76.9 µM), for inactives: at the highest dose activity, negative = inhibition, actives largely listed as inhibitors; further: potency means the concentration at half of the fitted maximal effect; on the % scale 0 is the no-effect control and ±100 the full control effect
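Eya2 (0.2 uM) preincubated 10 min at ambient with compound, then OMFP substrate added at 50 uM; 10 min reaction in 50 mM HEPES pH 7.5, 50 mM NaCl, 5 uM MgCl2, 0.05% BSA, 1 mM DTT. Fluorescence read at Ex 485/Em 525 nm.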
Active calls of the source: *; ? = inconclusive; / = no result given; [ ] = dose if it differs, or a comment. Unless noted, the call rests on the fitted dose curve; in most records, active means well fitted curve in the direction sought with a large enough effect; inconclusive means small, poorly fitted or top-dose-only effect, or another doubt; inactive means no such curve, though single readings can be large; an effect the other way counts as inactive or inconclusive.

SMILES | TSHR antagonist | uPA surface inh | USP2a block | Mito fusion act | PTAP TSG101 blk | Tb PFK block | BCR signal inh | B2AR arrestin | ELG1 repair inh | TCR act | Eya2 inh
Cc1ccccc1Nc1nnc(SCC(=O)NC2CCCc3ccccc32)s1 (stereo unspecified) | -2 | -2% | -7% | 10% | -2% | -13% | 18% | -0.6% | ? | 11%[46.1 µM] | -10%
CC(/C=C/c1ccccc1)=N\NC(=O)c1cc(C)[nH]n1 | -2 | -45% | 6% | -2% | 1% | 0% | -18% | -0.2% | 26% | 4% | -10%
O=C(CN1C(=O)NC2(CCCC2)C1=O)Nc1ccccc1 | 5 | 1% | 0% | 0% | -4% | 0% | -7% | -0.4% | ? | 0% | 5%
Cc1cccc(NC(=O)c2cccc3c2C(=O)c2ccccc2-3)c1 | -8 | -5% | 1% | 0% | -2% | 2% | ? | -0.3% | 12% | -19% | 0%
CC(=O)c1ccc(NC(=O)c2cc(=O)[nH]c3ccccc23)cc1 | -8 | 0% | 1% | 0% | -3% | -1% | 9% | 0.4% | -5% | 2% | -2%
COc1ccc(-c2onc(C)c2-c2cnn(-c3ccccc3)c2)c(O)c1 | -7 | -2% | -9% | 12% | -5% | 9% | ? | -0.7% | ? | -4% | 7%
CCCc1nc2c(sc3nc4c(cc32)COC(C)(C)C4)c(=O)n1Cc1ccco1 | -6 | 8% | -1% | 7% | -3% | 0% | -3% | -1.0% | 0% | -49% | 5%
COc1ccc(C(=O)NCC(=O)OCC(=O)NCc2ccc3c(c2)OCO3)cc1 | 5 | 3% | -6% | / | -3% | 1% | -1% | 0.4% | 13% | 5%[46.1 µM] | 4%
Cn1cccc1C(=O)/C(C#N)=C/c1ccc(F)cc1 | -4 | 4% | 5% | -9% | 8% | 14% | -9% | -1.0% | 3% | -4% | -4%
CC(C)CSc1nc2ccccc2c(=O)[nH]1 | -9 | 2% | 1% | 5% | 0% | 6% | 0% | 0.0% | ? | -3% | 18%
O=C(Nc1ccccc1)N1CCc2scc[n+]2-c2ccccc21 | 2 | -9% | 3% | 10% | -2% | ? | -4% | -0.7% | ? | 1%[46.1 µM] | -4%
CC(C)CC(=O)Nc1ccccc1N1CCN(c2ccc(F)cc2)CC1 | -8 | -12% | 7% | 0% | -2% | -2% | 10% | 0.6% | ? | 3% | -21%
CCCN(CCC)C(=O)CSc1nc2c(sc(=S)n2-c2ccc(OCC)cc2)c(=O)[nH]1 | -26 | / | -12% | 11% | -7% | -6% | 28% | 2.8% | ? | 2% | -8%
Cc1ccc(C)c(OCCOCCN2CC(C)OC(C)C2)c1C (stereo unspecified) | 10 | 3% | -2% | 10% | -1% | -6% | ? | -0.4% | -13% | / | 10%
Cc1cccc(Cc2nnc(CCC(=O)NCc3ccncc3C)o2)c1 | -18 | 0% | 3% | 1% | 0% | 1% | ? | 0.0% | -8% | 9% | -6%
Cc1nc2[nH]c(=O)c3c(n2n1)NC1=C(C(=O)CC(C)(C)C1)C3c1ccc(F)cc1 (stereo unspecified) | 8 | 1% | 2% | -3% | -3% | 0% | 0% | 12% | 2% | -5% | 14%
COc1ccc(CNC(=O)COC(=O)c2ccccc2C(=O)c2ccccc2)cc1 | 11 | -11% | -1% | 8% | -3% | 0% | 2% | 0.2% | -10% | -5% | -6%
CC(Oc1ccccc1F)C(=O)/C=C/N(C)C (stereo unspecified) | -6 | / | 0% | 2% | -7% | 1% | 11% | -0.1% | 2% | -6% | 6%
Nc1ncnc(Nc2c(F)cccc2F)n1 | 1 | -1% | 0% | -2% | -2% | -3% | 5% | -0.2% | ? | 4% | -3%
CC(=O)Nc1ccc(S(=O)(=O)Nc2ccc3c(c2)OCCO3)cc1Cl | 1 | -7% | 2% | -3% | 0% | 1% | -5% | 0.3% | ? | -3% | 8%
Cc1cccc(NC(=O)c2cccs2)n1 | 1 | -9% | 0% | 3% | 0% | -7% | 18% | 14% | ? | -2% | 1%
COc1cccc(C(=O)N/N=C/c2cn[nH]c2-c2ccc(OC)cc2OC)c1 | -15 | 6% | -1% | 3% | -3% | -1% | ? | -0.7% | -8% | 10% | 5%
c1ccc(-n2c(Cc3cn4ccsc4n3)nnc2N2CCOCC2)cc1 | -9 | 7% | 2% | -4% | -8% | 1% | 2% | 0.5% | 4% | 7% | -5%[15.4 µM]
O=C(CNS(=O)(=O)c1ccc(Br)s1)Nc1ccc2c(c1)OCCO2 | 9 | / | 0% | 1% | -8% | -4% | -8% | -0.7% | ? | 4% | 12%
O=C(NC(Cc1ccccc1)c1nc2ccccc2[nH]1)C1CC(=O)N(c2ccc3c(c2)OCCO3)C1 (stereo unspecified) | -11 | 12% | -1% | 0% | -1% | -10% | ? | 3.9% | 0% | -7% | 5%
CCOCCCNCC(=O)Nc1ccccc1N1CCOCC1 | 7 | / | 3% | -4% | -8% | -9% | -1% | 0.1% | -1% | / | -4%
Cc1ccc(CNc2nc(-c3cccs3)nc3ccccc23)cc1 | -9 | -4% | 3% | 0% | 0% | -1% | 3% | -0.8% | ? | -3%[46.1 µM] | -3%
CCCCC(=O)NS(=O)(=O)c1ccc(N=NN2CCCCC2)cc1 | -7 | 2% | 4% | -8% | -2% | 0% | 5% | -1.2% | ? | -6% | -5%
NNC(=S)NC1CCS(=O)(=O)C1 (stereo unspecified) | 8 | -10% | 0% | -2% | 0% | -4% | 1% | -0.9% | 4% | 3% | -2%
O=C(NC(=O)N1CCN(C(c2ccccc2)c2ccccc2)CC1)c1ccccc1 | 2 | 0% | -1% | -9% | -4% | -1% | 0% | 0.1% | ? | 0% | 5%
CC(C)[C@H](NC(=O)N1c2ccccc2NC(=O)[C@@H]1C(C)C)C(=O)N[C@@H](Cc1ccccc1)C(=O)O | -4 | 11% | 2% | -2% | 3% | 0% | -13% | 0.4% | ? | -3% | 3%
CC(C)CNS(=O)(=O)c1cc(C(=O)OCC(=O)c2ccc3c(c2)OCCO3)c(Cl)cc1Cl | -19 | 1% | 0% | 5% | 2% | -1% | -5% | 0.3% | -2% | 1%[46.1 µM] | 1%
Cc1cccc(OCc2nnc(SCC(=O)N3c4ccccc4CCc4ccccc43)o2)c1 | ? | 1% | 2% | 16% | -3% | -1% | ? | -0.7% | ? | -1% | ?
CN(C)C(=O)c1ccc(NC(=O)COC(=O)c2cc3c(s2)CCCCC3)cc1 | 2 | 0% | 0% | 10% | -2% | -1% | -3% | 0.0% | ? | -1% | 14%
COc1ccc(-n2cc(C(=O)O)c3ccccc3c2=O)cc1 | -10 | -3% | 0% | -1% | -1% | 5% | -16% | -0.1% | -3% | 2% | 28%
COc1ccc(CCN2C(=O)C3CC(C)=C(C)CC3C2=O)cc1OC (stereo unspecified) | -15 | 4% | 2% | -1% | -10% | 3% | 0% | 0.1% | -3% | -5% | 11%
Cc1ccc(-c2c(C(=O)NCc3ccc(F)cc3)oc(=O)c3ccccc23)cc1 | -2 | -19% | -8% | ? | -1% | -1% | 3% | -0.4% | ? | -2%[46.1 µM] | 0%
Cc1c(C(=O)Nc2nnc(C(F)(F)F)s2)oc2ccccc12 | -22 | 5% | 4% | 9% | / | 1% | ? | 0.0% | -6% | / | -1%
Cn1cc(C(=O)c2ccc(Cl)cc2)cc1-c1nc2ccccc2n1C | -14 | -12% | 2% | -5% | 0% | 6% | ? | 0.3% | ? | 5% | -2%
Nc1cc2nc3ccccc3oc-2cc1=O | 0 | ? | 3% | -17% | -4% | -3% | ? | 0.2% | ? | -2% | 0%
CC1(C)CC(NC(=O)COc2ccc3ccccc3c2)CC(C)(C)N1 | 10 | 0% | 5% | 2% | -3% | 0% | -5% | -0.4% | -3% | 1% | 14%
Cc1ccc(F)cc1NS(=O)(=O)c1ccc(Cl)s1 | -16 | -12% | -1% | 11% | -4% | -12% | 6% | -0.2% | 4% | -5% | 0%
O=C1CS/C(=N/N=C/c2ccccc2)N1Cc1ccco1 | -9 | 5% | -5% | 2% | 0% | -13% | -12% | -0.9% | -20% | 0% | ?
O=C(CSc1nnc(-c2ccc(S(=O)(=O)N3CCCC3)cc2)o1)NCC1CCCO1 (stereo unspecified) | -5 | -1% | -1% | 0% | -2% | 0% | -8% | -0.1% | -3% | -1% | -2%
O=c1[nH]cnc2c1C(c1ccc(Cl)cc1)c1c(nc[nH]c1=O)O2 | 1 | 1% | 2% | 2% | -3% | 2% | 4% | 0.0% | ? | / | -4%
